From PubChem
RT RNaseH block – inhibitors of HIV-1 reverse transcriptase RNase H | 65,000 compounds, 1.9% hits | P04585 | AID 565 | inhibition, % at 10 µM | RT-RNase H RNA/DNA duplex cleavage, fluorescence; in the data active means inhibition above about 50%
RmlCD inh mix – inhibitors of RmlC and RmlD coupled enzymes; RmlC/RmlD coupled enzyme inhibition, 384-well mixture HTS; 110,000 compounds, 0.39% hits; inhibition, % at 5.5 µM; in the data active means inhibition above about 30%, passing the limit was not always enough; inconclusive means no clear call, values can overlap the other calls; further: strong numbers were not always called active
* marks the source's active call; other numbers are inactive results; ? = inconclusive; · = not tested or not shown. Only part of the results is shown; the hit share may differ from the screen's.

Every second line gives: RmlCD inh mix	RT RNaseH block
COc1ccccc1N(CC(=O)Nc1cc(C)on1)S(=O)(=O)c1cccs1
→ ·	-3
COc1ccc(C(C)=O)cc1COC(=O)c1c(C)noc1C
→ 50	-66
O=C(NCC1CCCCC1)C12CN(Cc3ccccc3)CC1C(c1cccc([N+](=O)[O-])c1)=NO2 (stereo not given)
→ -5	·
C/C(N)=C(/C#N)C(=O)CSc1nnc(Nc2cccc(C)c2)s1
→ 12	2
CS(=O)(=O)c1ccc(C(=O)NC2CCOC2=O)cc1 (stereo not given)
→ -6	-1
Cc1ccc(-n2c(Cc3cccn3C)nnc2SCC(=O)Nc2cc(C)on2)cc1
→ 1	-6
O=C(COc1cccc2cccnc12)N/N=C1\SCC(=O)N1Cc1ccccc1
→ 2	·
COc1ccc(-n2c(Cc3cccn3C)nnc2SCC(=O)Nc2cccc(Cl)c2)cc1
→ 9	-38
C#CCOc1ccc(Cl)cc1/C=N/O
→ -8	-31
O=C(NCCN1C(=O)C2C3C=CC(C3)C2C1=O)Nc1cccnc1 (stereo not given)
→ -9	-6
COc1cccc(-n2c(SCc3c(C)noc3C)nnc2-c2cccc(S(=O)(=O)N(C)C)c2)c1
→ 2	-15
c1ccc2c(-c3ccncc3)c[nH]c2c1
→ -2	-23
COC(=O)CSc1nnc(-c2cccc(NC(=O)c3ccc(C)cc3)c2)n1C
→ -5	3
CC(=O)CC1(C)OC(N)=C(C#N)C1(C#N)C#N (stereo not given)
→ -7	-3
CCN1CCC[C@H]1CNC(=O)c1cc(S(N)(=O)=O)ccc1OC
→ -10	·

Record cards, from the list above.
CS(=O)(=O)c1ccc(C(=O)NC2CCOC2=O)cc1 (stereo not given) is listed as RmlCD inh mix: -6; RT RNaseH block: -1
C#CCOc1ccc(Cl)cc1/C=N/O is listed as RmlCD inh mix: -8; RT RNaseH block: -31
CC(=O)CC1(C)OC(N)=C(C#N)C1(C#N)C#N (stereo not given) is listed as RmlCD inh mix: -7; RT RNaseH block: -3

More records
Every second line gives: RmlCD inh mix	RT RNaseH block
CSCCC(NC(=O)C1CC1)c1nc2ccccc2[nH]1 (stereo not given)
→ -5	-11
c1ccc2c(c1)OC(CCCN1CCCCC1)c1ccccc1S2 (stereo not given)
→ 2	·
CN1CC=C2C(C#N)=C(N)C(C#N)(C#N)C(c3ccncc3)C2C1 (stereo not given)
→ -5	-6
CCN1CC(C)C(O)(c2ccccc2)CC1C (stereo not given)
→ -14	·
O=C(Cn1nc(Cc2cccnc2)c2ccccc2c1=O)NCC1COc2ccccc2O1 (stereo not given)
→ -3	-26
Cc1ccc(C(C(=O)NC2CCCCC2)N(Cc2ccco2)C(=O)C2COc3ccccc3O2)o1 (stereo not given)
→ 6	·
COc1ccccc1N1CCN(C(CNS(=O)(=O)c2ccccc2)c2cccnc2)CC1 (stereo not given)
→ 3	-4
O=C(CCCCCN1C(=O)c2ccccc2C1=O)Nc1nccs1
→ -3	-2
Cc1c(C(=O)NC2CCCc3ccccc32)oc2ccc(S(=O)(=O)N3CCOCC3)cc12 (stereo not given)
→ -15	-17
O=C(Nc1cc(Oc2ccccc2)cc([N+](=O)[O-])c1)C12CC3CC(C1)CC(n1cnc(Cl)n1)(C3)C2
→ 11	·
CCSc1nnc(NC(=O)c2cc3c(s2)CCCC3)s1
→ -7	11
Fc1ccc(COc2ccc(Cl)cc2/C=N/Nc2nc(N3CCCC3)nc(N3CCCC3)n2)cc1
→ 6	·
COC(=O)[C@H](Cc1ccccc1)NC(=O)NCc1ccccc1OC
→ -9	·
CCOC(=O)C1CCc2sc(N)c(C#N)c21 (stereo not given)
→ -13	-6
CN(C)CC(=O)Nc1nc(-c2ccccc2)cs1
→ -16	·
CC1(C)CC(=NOC(=O)c2ccccc2)CC(C)(C)N1
→ 13	·
COC(=O)CN1C(=O)C(O)(CC(=O)c2ccc(C)cc2)c2ccccc21 (stereo not given)
→ -19	54*
CCOc1ccc(-n2c(N)c(C(=O)NCc3ccco3)c3nc4ccccc4nc32)cc1
→ -5	·
Cc1nn(Cc2ccccc2Cl)c2sc(C(=O)OC3CCCC3=O)cc12 (stereo not given)
→ -10	-31
Cn1c(C(=O)N2CCCC(C(=O)NCc3cccs3)C2)cc2sccc21 (stereo not given)
→ 13	3
CCN(CCCNC(=O)CCCN1C(=O)COc2ccc(C)cc21)c1cccc(C)c1
→ -3	13
CN(C)S(=O)(=O)c1ccc(N2CCCC2)c(C(=O)Nc2ccccc2N2CCOCC2)c1
→ ·	-6
CC1(O)c2ccccc2C(=O)N1CCc1ccccc1F (stereo not given)
→ -11	89*
CC(C)(C)OC(=O)NCCc1nnc(SCC(=O)Nc2cccc(Cl)c2)o1
→ 17	-2
COC(=O)[C@@H]1C[C@@]2(O)[C@H](O)[C@H](O)[C@H](O)C[C@H]2N1Cc1cc(F)ccc1F
→ -13	·
C#CCOCCOCCOCCNc1nc(N2CCN(C(=O)[C@H]([C@@H](C)CC)n3cc([C@@H](N)CO)nn3)CC2)nc(N2CCN(C(=O)[C@H]([C@@H](C)CC)n3cc([C@@H](N)CO)nn3)CC2)n1
→ 8	·
CNC(=S)NNC(=O)c1sccc1OCc1cccc(C(F)(F)F)c1
→ 6	·
Cc1cccc(C)c1OCc1nnc(SCC(=O)Nc2nccs2)o1
→ 6	-5
CCn1c(SCC(=O)Nc2ccc(N(C)C)cc2)nnc1-c1cccc(C)c1
→ -14	6
C=CCOc1cccc(C2C(C(=O)c3ccc(C)o3)=C(O)C(=O)N2Cc2ccncc2)c1 (stereo not given)
→ -13	-2
CCn1cc(C(=O)O)c(=O)c2cc3c(cc21)OCO3
→ ·	2
COc1ccccc1C1CC(c2ccccc2)Nc2ncnn21 (stereo not given)
→ -12	-15
O=C(C1CCCO1)N1CCC2(CC1)OCCO2 (stereo not given)
→ 5	7
O=C(NCc1ccco1)C1CCCN1C(=O)NCc1ccccc1 (stereo not given)
→ 172	4
Cc1cc2c(C)nc3ccccc3c2o1
→ -16	·
COc1ccc(C(C)=O)cc1CSc1nnc(-c2ccccc2O)n1-c1ccccc1
→ 7	·
Cc1cc2cc(CN(Cc3ccco3)C(=O)C3CCCCC3)c(=O)[nH]c2cc1C
→ 11	-11
Cc1ccccc1NC(=O)Cc1c(O)c2ccccc2[nH]c1=O
→ -16	·
CCOc1ccc(S(=O)(=O)Nc2ccc(S(=O)(=O)N3CCCCC3)cc2)cc1
→ -9	·
COc1ccc(-n2cnnc2SCCC#N)cc1
→ 3	1
Fc1ccc2c(c1)C(c1ccncc1)=NNC(c1cccnc1)=N2
→ -10	·
CCOC(=O)CCC(=O)O[C@H]1[C@H](O[C@@H]2[C@@H](C)[C@H](O[C@H]3C[C@@](C)(OC)[C@@H](O)[C@H](C)O3)[C@@H](C)C(=O)O[C@H](CC)[C@@](C)(O)[C@H](O)[C@@H](C)C(=O)[C@H](C)C[C@@]2(C)O)O[C@H](C)C[C@@H]1N(C)C
→ 3	-2
CCc1ccc(N(C(=O)Cc2cccs2)C(C(=O)NC2CCCCC2)c2cn(C)nc2C)cc1 (stereo not given)
→ ?	·
COC(=O)[C@H](CCSC)NC(=O)N1CCN(Cc2ccccc2)CC1
→ -6	-7
COc1ccc(C(=O)CSc2nnc(C3CCCCC3)n2N)c(OC)c1
→ -12	21
Cc1ccc(-c2nc(SCC(=O)NCC3CCCO3)c(-c3ccc(Cl)cc3)[nH]2)cc1 (stereo not given)
→ -7	·
O=C(CN1CCN(S(=O)(=O)c2ccc(F)cc2)CC1)Nc1ccc(Cl)c(C(F)(F)F)c1
→ ·	0
Cn1c(=O)c2c(nc(SCC(=O)NCc3ccc4c(c3)OCO4)n2Cc2ccccc2)n(C)c1=O
→ ·	-5
COCC(=O)Nc1ccc(S(=O)(=O)NCCc2ccccc2)cc1
→ 6	-8
O=C(CCn1cccc1)Nc1nccs1
→ 0	-7
CNC(=O)c1c[nH]n2c(=O)c(Cc3ccccc3F)c(C)nc12
→ -11	-13
Cc1ccc(-n2c(SCC(=O)NCC3CCCO3)nnc2-c2ccoc2C)cc1 (stereo not given)
→ -19	84*
C#C[C@]1(O)CC[C@H]2[C@@H]3CCC4=CC(=O)CC[C@@H]4[C@H]3CC[C@@]21C
→ 5	·
CCN(CC)C(=O)COc1cc(C)cc2oc(=O)cc(-c3ccccc3)c12
→ 11	·
Cc1cc(C)cc(NC(=O)CSc2nc(N)c(NC(=O)c3cccs3)c(=O)[nH]2)c1
→ -7	·
O=C(NCCc1ccccc1)NC1CCCCC1
→ 10	-21
CCOC(=O)c1sc2cc([N+](=O)[O-])cc(SCC(=O)OC)c2c1N
→ -6	·
O=C(NCCCn1ccnc1)C(=O)NCC(c1cccnc1)N1CCN(c2ccccc2)CC1 (stereo not given)
→ 8	·
Cc1nn(Cc2ccccc2Cl)c(Cl)c1C(=O)OCC(=O)NCc1ccco1
→ 1	-6
COCCOC(=O)c1c(C)n(C)c2ccc(OC(=O)c3ccco3)cc12
→ 8	·

A draw from above in order of heavy-atom count, smallest number first.
Every second line gives: RmlCD inh mix	RT RNaseH block
CCOC(=O)c1sc2cc([N+](=O)[O-])cc(SCC(=O)OC)c2c1N
→ -6	·
COCCOC(=O)c1c(C)n(C)c2ccc(OC(=O)c3ccco3)cc12
→ 8	·
Cc1cc(C)cc(NC(=O)CSc2nc(N)c(NC(=O)c3cccs3)c(=O)[nH]2)c1
→ -7	·
Cc1ccc(-c2nc(SCC(=O)NCC3CCCO3)c(-c3ccc(Cl)cc3)[nH]2)cc1 (stereo not given)
→ -7	·
O=C(CN1CCN(S(=O)(=O)c2ccc(F)cc2)CC1)Nc1ccc(Cl)c(C(F)(F)F)c1
→ ·	0
O=C(NCCCn1ccnc1)C(=O)NCC(c1cccnc1)N1CCN(c2ccccc2)CC1 (stereo not given)
→ 8	·

The list goes on:
Every second line gives: RmlCD inh mix	RT RNaseH block
Cc1nc(N2CCN(C(=O)c3ccco3)CC2)c2c3c(sc2n1)CCCC3
→ 38	·
CCC(C)NS(=O)(=O)c1ccc(OCC(=O)NCc2ccco2)cc1 (stereo not given)
→ 2	-3
CC1CCCN(c2nc3nonc3nc2N2CCCC(C)C2)C1 (stereo not given)
→ 11	·
Cc1ccc(S(=O)(=O)N(c2cccc(C(F)(F)F)c2)C2C=CS(=O)(=O)C2)cc1 (stereo not given)
→ -8	1
CCc1ccc(C(C)NC(=O)/C(C#N)=C\c2cn[nH]c2-c2ccccc2)cc1 (stereo not given)
→ -3	·
COC(=O)CC1Oc2ccccc2N(Cc2ccc(C)cc2)C1=O (stereo not given)
→ -12	-12
COC(C[C@H]1O[C@@H]1[C@H](O)COCc1ccccc1)OC
→ -8	·
Cc1ccc(NCc2ccccc2OCc2ccccc2F)cc1
→ -6	·
CCc1ccc(N(C(=O)c2ccco2)C(C(=O)NC2CCCC2)c2ccco2)cc1 (stereo not given)
→ 5	·
COc1cccc(C(=O)/C=C/c2ccc(SC)cc2)c1
→ -4	·
Cc1ccc(-n2nc(C(=O)O)c3ccccc3c2=O)cc1C
→ -7	·
CCn1nc(C(=O)Nc2ccc(C)c(C)c2)c(Cl)c1Cl
→ -8	·
CCOc1ccc(C(C)C)cc1S(=O)(=O)n1nc(C)cc1C
→ -1	-68
CCC(C)NC(=O)C1CC(c2ccc(OC)cc2)=NO1 (stereo not given)
→ 9	-1
COCCOC(=O)c1c(N)n(Cc2ccco2)c2nc3ccccc3nc12
→ 57	8
C[C@H](NC(=O)c1nc[nH]c1C(=O)N1CCc2ccccc2C1)C(=O)OC(C)(C)C
→ 6	·
Cc1cc(=O)n2nc(N3CCC(C(=O)NC4CCCc5ccccc54)CC3)sc2n1 (stereo not given)
→ 10	-3
O=c1c2c3c(sc2nc2n1CCCC2)CCCCC3
→ -10	·
